Compound activity from PubChem.
rTrxR1 inhibitor: inhibitors of rat thioredoxin reductase 1; O89049; 1% of 390,000 active; recombinant rTrxR1, NADPH fluorescence consumption, selenite substrate; Potency, µM (doses to about 114 µM), without a hit: at the highest dose activity change, negative = inhibition, most hits filed as inhibitors; further: potency means the concentration at half of the fitted maximal effect; on the % scale 0 is the no-effect control and ±100 the full control effect; nearly all actives have a fitted effect of over 65% in size
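Rat TrxR1 (90 nM in the dispensed reagent) was pre-reduced with 400 uM NADPH for 5 min at room temperature, then incubated with compound for 15 min. After 400 uM selenite was added, NADPH fluorescence (Ex 340/Em 450 nm) was followed for 8 min.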
USP1 inh: blocks the human USP1/UAF1 deubiquitinase complex; recombinant USP1/UAF1, Ub-Rhodamine cleavage fluorescence; Potency, µM (series often up to 57.1 µM), without a hit: at the top dose activity change, negative = inhibition, usual class: inhibitors; 0.23% of 390,000 active; AID 743255; further: potency means the concentration at half of the fitted maximal effect; on the % scale 0 is the no-effect control and ±100 the full control effect; nearly all actives have a fitted effect of over 60% in size; inactives centre near -12
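High-throughput fluorogenic screen: 1nM USP1/UAF1 complex, Ub-Rho substrate 150nM final, 50mM HEPES pH 7.8 with 0.5mM EDTA, 0.1 mg/ml BSA, 1mM TCEP and 0.01% Tween-20.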
GLS inhibitor: inhibitors of human glutaminase (GLS); GLS enzymatic activity, qHTS titration; Potency, µM (highest dose often 45.5 µM), for the others: top-dose activity change, negative = inhibition, hits mostly inhibitors; 0.21% of 410,000 active; AID 624170; further: potency means the concentration at half of the fitted maximal effect; on the % scale 0 is the no-effect control and ±100 the full control effect
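hKGA in 45 mM KH2PO4 pH 8.2, 0.02% Tween-20 with pin-transferred compounds; 1 mM L-glutamine (stock) plus glutamate oxidase/HRP/Amplex Red coupling added. Fluorescence read initially and after 30 min at RT.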
mIDH1 inhibitor: blocks human mutant IDH1 R132H enzyme; Potency, µM (top dose mostly 76.6 µM), without a hit: at the highest dose activity change, negative = inhibition, most hits filed as inhibitors; IDH1-R132H enzyme, NADPH consumption, diaphorase/resazurin fluorescence; 0.093% of 390,000 active; O75874; further: potency means the concentration at half of the fitted maximal effect; on the % scale 0 is the no-effect control and ±100 the full control effect; nearly all actives have a fitted effect of over 65% in size
Target sequence (O75874 whole entry R132H, stated change not applied): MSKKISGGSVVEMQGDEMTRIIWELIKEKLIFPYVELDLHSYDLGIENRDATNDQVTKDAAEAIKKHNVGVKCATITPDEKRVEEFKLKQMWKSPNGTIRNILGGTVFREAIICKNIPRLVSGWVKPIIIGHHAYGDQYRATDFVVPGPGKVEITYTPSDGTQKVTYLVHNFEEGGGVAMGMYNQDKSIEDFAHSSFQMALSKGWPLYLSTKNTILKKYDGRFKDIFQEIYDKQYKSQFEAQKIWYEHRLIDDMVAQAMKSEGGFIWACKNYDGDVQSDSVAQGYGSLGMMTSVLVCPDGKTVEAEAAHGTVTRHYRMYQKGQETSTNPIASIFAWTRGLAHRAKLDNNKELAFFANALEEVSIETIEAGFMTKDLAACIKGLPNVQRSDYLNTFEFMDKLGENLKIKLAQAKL
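IDH1-R132H (0.5 ug/mL dispensed) in pH 7.5 Tris buffer was preincubated 30 min with compound, then given a substrate mix of 0.016 mM NADPH and 2 mM alpha-KG for 80 min at room temperature; remaining NADPH was read by diaphorase/resazurin fluorescence.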
Tb PGK inh: inhibitors of T. brucei phosphoglycerate kinase | P07378 | PGK/GAPDH coupled, Kinase-Glo luminescence, 60 min | Potency, µM (highest dose often 57.5 µM), inactives show at the highest dose activity change, negative = inhibition, hits mostly inhibitors | AID 602233 | 0.043% of 380,000 active; further: potency means the concentration at half of the fitted maximal effect; on the % scale 0 is the no-effect control and ±100 the full control effect; nearly all actives have a fitted effect of over 60% in size
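Recombinant glycosomal PGK reaction used 1,3-bisphosphoglycerate generated in-well by GAPDH (100nM final) in 100mM TEA pH 7.6, 5mM MgCl2, 0.01% Tween-20. After 60 minutes at room temperature, ATP was read by Kinase-Glo Plus luminescence end-point.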
PI4K2A block: inhibitors of human PI4K2A; Q9BTU6; purified PI4K2A, ADP-Glo luminescence, 1 h; stronger effect = lower value; activity change, negative = inhibition, % at 76.9 µM; 0.13% of 420,000 active; AID 1346378; in the data active means activity change below about -50%; inconclusive means mostly about -30% to -49%;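 further: -100% = wells without enzyme as full effect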
Target sequence (Q9BTU6 whole entry, looked up): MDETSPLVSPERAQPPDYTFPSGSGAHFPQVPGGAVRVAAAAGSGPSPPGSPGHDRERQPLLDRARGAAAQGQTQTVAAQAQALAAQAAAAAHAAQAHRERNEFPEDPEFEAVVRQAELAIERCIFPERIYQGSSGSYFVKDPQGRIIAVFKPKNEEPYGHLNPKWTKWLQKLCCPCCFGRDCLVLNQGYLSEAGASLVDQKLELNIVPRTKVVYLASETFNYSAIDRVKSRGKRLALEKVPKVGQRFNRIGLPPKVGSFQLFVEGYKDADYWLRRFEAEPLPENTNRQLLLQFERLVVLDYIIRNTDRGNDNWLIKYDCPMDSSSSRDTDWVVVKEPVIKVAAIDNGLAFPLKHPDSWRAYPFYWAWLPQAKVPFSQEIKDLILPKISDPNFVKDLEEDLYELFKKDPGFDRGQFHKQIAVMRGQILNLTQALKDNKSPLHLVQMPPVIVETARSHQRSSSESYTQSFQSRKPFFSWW
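In this quantitative HTS, ADP production by PI4K2A was quantified luminescently after 1 h at ambient temperature; 100 microM adenosine served as plate-quality control.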
Pin1 inh: inhibitors of human Pin1 | Q13526 | Pin1 FP peptide displacement, HiFluor488, 10 min | Potency, µM (series often up to 115 µM), for the others: at the highest dose activity, negative = inhibition, usual class: inhibitors | 0.009% of 390,000 active; active means well fitted inhibition curve with a large enough effect in the polarisation, with a control signal flat, not every such curve was filed as active; inconclusive means small, poorly fitted or top-dose-only effect, or effect the other way, or a change in a side signal; inactive means no such curve, though single readings can be large or run the other way; the % refers to the polarisation; further: potency means the concentration at half of the fitted maximal effect; on the % scale 0 is the no-effect control and ±100 the full control effect
Target sequence (Q13526 whole entry, looked up): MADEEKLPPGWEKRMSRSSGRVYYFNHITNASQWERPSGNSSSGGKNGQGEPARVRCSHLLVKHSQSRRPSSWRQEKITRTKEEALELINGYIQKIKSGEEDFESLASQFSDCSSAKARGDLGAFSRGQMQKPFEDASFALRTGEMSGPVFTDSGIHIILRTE
HP1b binding inh: HP1-beta chromodomain-methylated histone interaction inhibition. Potency, µM (series often up to 114 µM), without a hit: at the highest dose activity change, negative = inhibition, actives largely listed as inhibitors. P83916. AlphaScreen HP1-beta / biotin-H3K9me3 peptide binding. 0.56% of 390,000 active; further: potency means the concentration at half of the fitted maximal effect; nearly all actives have a fitted effect of over 70% in size; inactives centre near 23
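AlphaScreen: HP1-beta (50 nM) preformed 30 min with biotin-H3(1-18)K9me3 peptide (50 nM) in PBS pH 7.4, 0.01% Tween-20. Compound added for 30 min at RT, then streptavidin donor/nickel chelate acceptor beads (10 ug/mL) for 30 min.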
TrxR1 substrate: rat thioredoxin reductase 1 substrate activity; 0.01% of 390,000 active; Potency, µM (doses to about 114 µM), for the others: at the highest dose activity change, negative = substrate turnover; purified TrxR1 substrate turnover, NADPH consumption readout; further: potency means the concentration at half of the fitted maximal effect; on the % scale 0 is the no-effect control and ±100 the full control effect; nearly all actives have a fitted effect of over 50% in size
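Rat TrxR1, dispensed at 90 nM, was prereduced with 400 uM NADPH (final) for 5 min at ~22 deg C, then incubated with compound 15 min before 400 uM selenite. A first-read NADPH fluorescence drop versus no-compound background flagged substrates.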
* hit, by the source's call; i = inactive; u = inconclusive; x = no result given; [ ] = dose if it differs, or a comment. Unless noted, the call rests on the fitted dose curve; in most records, active means well fitted curve in the direction sought with a large enough effect; inconclusive means small, poorly fitted or top-dose-only effect, or another doubt; inactive means no such curve, though single readings can be large; an effect the other way counts as inactive or inconclusive. An excerpt, so the mix of outcomes need not match the whole.

The line under a structure holds: rTrxR1 inhibitor, USP1 inh, GLS inhibitor, mIDH1 inhibitor, Tb PGK inh, PI4K2A block, Pin1 inh, HP1b binding inh, TrxR1 substrate
- Cc1ccc(S(=O)(=O)N2CCN(C(=O)N3CCOCC3)C2C)cc1 (stereo unspecified)
  6%, -1%, 2%, 9%, i, 3, 0%, 29%, 0%
- Cc1cccc(N2C(=N)SCC2=O)c1C
  u, -10%, 4%, 11%, 1%, 4, -6%, 15%, -4%
- O=C(NCCO)c1ccc2[nH]c3c(c2c1)CCCC3
  -5%, -7%, 16%, 14%, 3%, 3, -1%, 0%, -3%
- O=c1c(N=Nc2ccc(O)cc2)c(-c2ccccc2)[nH]n1-c1ccc([N+](=O)[O-])cc1
  4%[57.1 µM], -14%, -5%, 1%, -1%, 2, 6%, -8%, 4%[57.1 µM]
- COc1cccc(CNC(=S)NC2CCCC2)c1
  -15%, -5%, -2%, 10%, -9%, 3, 7%, 30%, -3%
- COc1ccccc1CCC(=O)OCC(=O)Nc1ccc(C(N)=O)cc1
  -14%, -2%, 0%, 5%, 4%, 3, -5%, 22%, -10%
- O=C(NNC(=O)c1ccccc1Cl)c1cccs1
  5%[57.1 µM], -5%, 20%, 5%, -8%, -4, 0%, 42%, 3%[57.1 µM]
- Cc1ccccc1NC(=O)CSc1nc(Nc2ccccc2)nc(N2CCOCC2)n1
  -5%, -25%, -4%, 0%, 1%, -3, u, 29%, -8%
- CN1CCC(N(C)C(=S)Nc2ccc(SC(F)F)cc2)CC1
  0%, -6%, 3%, 1%, -9%, 3, 6%, 36%, -2%
- Cc1ccccc1OCc1nc2ccccc2c(=O)n1/N=C/c1cn[nH]c1-c1ccc(Br)cc1
  -9%, -4%, -18%, -2%, 13%, -1, 11%, -1%, -10%
- O=C1Nc2ccccc2N(O)N1c1ccc(Cl)c(Cl)c1
  15%[57.1 µM], -16%, 25%, -5%, -8%, -1, -3%, 5%, 10%[57.1 µM]
- O=C(COc1ccc([N+](=O)[O-])cc1)Nc1ccc(CN2CCOCC2)cc1
  13%, -15%, -2%, 0%, -7%, 5, 5%, 15%, -9%
- CC(C)(C)c1nnc(NS(=O)(=O)c2cc(Cl)ccc2Cl)s1
  15%, -7%, 22%, -8%, -3%, -2, 1%, 33%, -1%
- COc1ccc(OC)c(CNC(=O)C2CCCN(c3ncnc4onc(-c5ccc(F)cc5)c34)C2)c1 (stereo unspecified)
  1%, -11%, -5%, -1%, -8%, 4, -6%, 40%[activator], 1%
- C(=N\N1CCOCC1)/c1cccs1
  7%, -5%, 21%, 0%, -2%, 0, -14%, 9%, -2%
- Cn1c(=O)c2ccccc2n(CC(=O)N2CCCc3ccccc32)c1=O
  6%, -2%, 1%, 6%, -5%, 2, 26%, 22%, 4%
- COC(=O)c1c(C(=O)OC)c(C)n(Cc2cccnc2)c1C
  0%, -10%, 0%, 1%, 4%, 4, 0%, 26%, -3%
- O=C(NC12CC3CC(CC(C3)C1)C2)c1ccc(COc2ccc(Cl)cc2[N+](=O)[O-])o1
  -1%[57.1 µM], -13%, -8%, -6%, -1%, 5, 22%, -19%, 4%[57.1 µM]
- CC(C)c1ccc(NC2CCCN(C(=O)c3cscn3)C2)cc1 (stereo unspecified)
  19%, -13%, -6%, 12%, i, 5, -6%, 17%, 4%
- CCOC(=O)C1CCN(C(=O)c2ccc3c(c2)NC(=O)/C(=C\c2cccc(C)c2)S3)CC1
  -3%, -3%, 0%, 0%, -5%, 0, 34%[activator], 3%, -12%
- COc1ccc(-c2cc(-c3ccc(F)cc3)nc3c2COc2ccc(F)cc2-3)cc1
  17%, -18%, 4%, -12%, -9%, 2, -2%, 25%, 11%
- O=C(COC(=O)CCCNC(=O)c1ccc(Cl)cc1)Nc1cc(Cl)ccc1Cl
  -2%, -11%, 4%, 0%, 2%, 6, 3%, 17%, -6%
- Cc1ccc(Cl)cc1N1CCN(C(=O)Cn2cnc3sc(C)c(S(=O)(=O)N4CCC(C)CC4)c3c2=O)CC1
  15%, -19%, -10%, 2%, -4%, 1, 3%, 29%, 2%
- COc1cccc(C(=O)NCC(=O)N/N=C(C)\C=C\c2ccccc2)c1
  25%[57.1 µM], u, 4%, 1%, 7%, 0, 0%, 9%, 5%[57.1 µM]
- CCCC(=O)Nc1nnc(-c2ccco2)s1
  0%[57.1 µM], -10%, 22%, -2%, 4%, 0, -1%, 33%[activator], 11%[57.1 µM]
- CCN(CC)S(=O)(=O)c1cccc(C(=O)Nc2ccc(Cl)cn2)c1
  2%, -6%, 5%, 0%, -7%, -1, u, x, -6%
- NC(=O)[C@H](Cc1cc2ccccc2s1)NC(=O)[C@@H]1CC2(CC(c3cccc(NC(=O)[C@@H]4CCC(=O)N4)c3)=NO2)CN1C(=O)/C=C/c1c(F)cccc1Cl (stereo partly specified)
  12%[57.1 µM], -30%, 9%, -1%, -11%, -3, 135%[activator], 5%, 5%[57.1 µM]
- Clc1cccc(N/N=C/c2ccc(N3CCOCC3)cc2)c1
  -6%, -26%, 2%, 3%, -6%, -1, -7%, -3%, -4%
- COc1ccccc1N1CCN(C(=O)CSc2nc3ccccc3c(=O)n2CC2CCCO2)CC1 (stereo unspecified)
  -6%, -13%, 3%, 8%, -7%, 3, 1%, 32%, -1%
- Cc1[nH]c(=O)[nH]c(=O)c1NS(=O)(=O)c1ccccc1
  -10%, -17%, 30%, 2%, -3%, -3, -7%, 36%[activator], -4%

Whole records from above. Order of screens: rTrxR1 inhibitor | USP1 inh | GLS inhibitor | mIDH1 inhibitor | Tb PGK inh | PI4K2A block | Pin1 inh | HP1b binding inh | TrxR1 substrate
Record of COC(=O)c1c(C(=O)OC)c(C)n(Cc2cccnc2)c1C : 0% | -10% | 0% | 1% | 4% | 4 | 0% | 26% | -3%
Record of Clc1cccc(N/N=C/c2ccc(N3CCOCC3)cc2)c1 : -6% | -26% | 2% | 3% | -6% | -1 | -7% | -3% | -4%
Record of Cc1[nH]c(=O)[nH]c(=O)c1NS(=O)(=O)c1ccccc1 : -10% | -17% | 30% | 2% | -3% | -3 | -7% | 36%[activator] | -4%

Further records:
The line under a structure holds: rTrxR1 inhibitor, USP1 inh, GLS inhibitor, mIDH1 inhibitor, Tb PGK inh, PI4K2A block, Pin1 inh, HP1b binding inh, TrxR1 substrate
- COc1cc(/C=N/NC(=O)c2ccc(COc3cc(C)ccc3C(C)C)cc2)cc(OC)c1O
  2%[57.1 µM], -20%, -1%, -7%, 5%, 0, 0%, 36%, -8%
- COc1cc(NC(=O)c2sc(C)nc2C)c(OC)cc1NC(=O)c1ccccc1
  17%, -11%, 1%, 1%, i, 0, 7%, 12%, 4%
- O=S(=O)(c1ccccc1)N(CC(F)(F)F)c1ccc(C(O)(C(F)(F)F)C(F)(F)F)cc1
  -3%, x, -9%, x, x, -5, x, x, -11%
- O=C(CSc1nnc(COc2ccccc2)n1Cc1ccco1)c1ccc(F)cc1
  u, -14%, 4%, 8%, -7%, -2, 23%, 18%, 9%
- Cc1cc(NC(=O)COc2ccccc2C(N)=O)no1
  18%, -2%, -15%, -7%, -2%, 10, -13%, 27%, -1%
- CC(C)CC(=O)Nc1ccnc(-c2ccncc2)n1
  19%, -22%, -1%, -5%, x, 1, 1%, 57%[activator], 1%
- O=C(c1ccc2nc(-c3ccco3)c(-c3ccco3)nc2c1)N1CCN(c2ncccn2)CC1
  13µM*, -22%, -9%, -2%, -5%, -20, u, 7%, 5%
- Cc1c(NS(=O)(=O)c2cc(C(=O)NCC3CCCO3)cc(Cl)c2Cl)c(=O)n(-c2ccccc2)n1C (stereo unspecified)
  -10%, -8%, 16%, -1%, -3%, -3, 2%, 9%, -12%
- Cc1ccc(C2Nc3ccccc3-n3c(-c4ccccc4)c4c(=O)n(C)c(=O)n(C)c4c32)o1 (stereo unspecified)
  -30%, u, -7%, -3%, 0%, -2, -3%, 46%[activator], -3%
- CC(C)=CC1C(C(=O)Nc2ccc(Br)cn2)C1(C)C (stereo unspecified)
  -6%, -19%, -2%, 6%, -4%, -1, 0%, 58%[activator], -9%
- COc1ccc(OC(=O)CSc2nnc(-c3ccc(F)cc3)o2)cc1
  4%, -11%, 6%, 0%, -1%, -2, 1%, 48%[activator], -3%
- CN1CCN(CCOc2ccc(Cc3ccccc3)cc2)CC1
  -9%, -25%, -5%, -1%, 7%, 1, -4%, 20%, 4%
- Cc1ccc(Cn2ccn(Cc3ccccc3F)c(=O)c2=O)cc1
  -22%, -6%, -9%, -9%, -1%, 0, 0%, 29%, -12%
- CC(=O)c1cccc(-c2csc(N3CCC(C(N)=O)CC3)n2)c1
  40%, x, 3%, x, -1%, 0, -3%, 45%[activator], 11%
- CCn1c(=N)n(CCOc2ccc(Br)cc2)c2ccccc21
  5%[57.1 µM], -7%, -16%, 16%, i, -9, -6%, 28%, 4%[57.1 µM]
- CCC(C)NC(=O)C(=O)NC1CCCC1 (stereo unspecified)
  3%[57.1 µM], -6%, -9%, -5%, -3%, 2, 0%, 38%, 5%[57.1 µM]
- C#CCCCCCCCCC(=O)NCCCC
  3%[57.1 µM], -11%, -4%, 1%, 0%, 1, -4%, 65%[activator], 2%[57.1 µM]
- Fc1ccc(-n2ncc3c(NCCCN4CCOCC4)ncnc32)cc1
  20%[57.1 µM], -20%, 4%, -8%, -1%, -2, -1%, -1%, 8%[57.1 µM]
- Cc1ccccc1NC(=O)N(O)C1(C#N)CCCCC1
  4%[57.1 µM], -3%, 21%, -1%, -1%, -2, -6%, 29%, 9%[57.1 µM]
